Bioassay records (PubChem)
MIN6 prolif = inducers of beta-cell replication in MIN6 cells. MIN6 cells proliferation, ATPlite luminescence, 48 h; cells starved in 0.2% serum; 100% = growth in 10% serum. 330,000 compounds, 0.29% hits. proliferation, % at 10 µM. AID 2380;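 active = compounds whose signal lies at least 3.5 SD above the mean of all wells on their plate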;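 note: 0% = DMSO-treated cells in low-serum medium and 100% = 10% serum control; some compounds called inactive have numbers as strong as hits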
A3G deaminase = blocks human APOBEC3G single-stranded DNA deamination; recombinant A3G, ssDNA deamination FAM/TAMRA fluorescence; inhibition, % at 20 µM; 330,000 compounds, 0.28% hits; Q9HC16; AID 493012;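 active = inhibition of at least 40% at 20 µM, with no more than 30% in the related APOBEC3A deaminase screen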;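 note: plate controls were DMSO wells with A3G for no effect and wells lacking A3G enzyme for full effect; some compounds called inactive have numbers as strong as hits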
tim10-1 inh = inhibits growth of tim10-1 mutant yeast; S. cerevisiae tim10-1 ts strain growth, BacTiter-Glo, 24 h; inhibition, % at 20 µM; 330,000 compounds, 2.2% hits;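 active = inhibition of at least 40%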;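 note: mutant grown at 25 °C; 0% = DMSO wells with yeast and 100% = wells holding no yeast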
TIM10 inh = inhibits growth of TIM10 yeast strain | 330,000 compounds, 1.4% hits | AID 463195 | S. cerevisiae TIM10 strain growth, BacTiter-Glo luminescence, 24 h | inhibition, % at 10 µM;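 active = inhibition of 40% or more at the single tested concentration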;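 note: wild-type TIM10 isogenic control strain grown at permissive 25 °C; 0% = DMSO yeast wells and 100% = minimal medium wells without yeast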
hIAP block = human IAP inhibition. 330,000 compounds, 0.12% hits. purified IAP, CDP-Star luminescence, 30 min. inhibition, % at 10 µM. AID 2544. P09923;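 active = inhibition reaching a set limit with compound at 10 µM in the primary screen, cut at about 35% in these data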;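 note: plate controls were DMSO wells with enzyme for no effect and no-enzyme buffer wells for full effect; values of inactives mirror those of a sister screen read the other way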
Target sequence (P09923 whole entry, looked up): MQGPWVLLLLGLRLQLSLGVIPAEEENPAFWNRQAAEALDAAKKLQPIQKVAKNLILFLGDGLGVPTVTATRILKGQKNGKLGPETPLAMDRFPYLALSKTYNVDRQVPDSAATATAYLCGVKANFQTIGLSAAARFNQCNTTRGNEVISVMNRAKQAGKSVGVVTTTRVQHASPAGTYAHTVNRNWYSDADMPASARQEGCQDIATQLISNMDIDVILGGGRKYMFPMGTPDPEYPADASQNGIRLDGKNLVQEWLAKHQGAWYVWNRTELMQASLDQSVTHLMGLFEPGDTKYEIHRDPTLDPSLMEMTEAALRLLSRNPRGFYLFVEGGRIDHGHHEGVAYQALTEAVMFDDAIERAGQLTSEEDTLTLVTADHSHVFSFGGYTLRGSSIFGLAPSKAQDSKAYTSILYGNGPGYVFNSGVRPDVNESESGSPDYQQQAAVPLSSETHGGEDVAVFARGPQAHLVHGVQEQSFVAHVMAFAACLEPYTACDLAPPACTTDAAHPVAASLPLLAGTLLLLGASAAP
mIAP inh = mouse IAP inhibition | purified mouse IAP, CDP-Star luminescence, 30 min | inhibition, % at 10 µM | 330,000 compounds, 0.2% hits;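 active = inhibition of at least 40% at 10 µM in the primary screen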;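 note: plate controls were DMSO with enzyme for no effect and no enzyme wells for full effect; values of inactives mirror those of a sister screen read the other way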
mIAP act = increases mouse intestinal alkaline phosphatase activity. muIAP, CDP-Star luminescence, 30 min; hits give high values; 1 = vehicle-only enzyme signal, 0 = enzyme-free wells. activation factor at 10 µM. 330,000 compounds, 0.24% hits. AID 2805;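 active = activation factor of at least 2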; note: the source names both 10 and 20 µM as test concentration; values of inactives mirror those of a sister screen read the other way
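Assay system: mouse IAP enzyme / Compound: DMSO-dissolved test compounds / Timing: 30 min, room temperature / Measured by: luminescence from enzymatic CDP-Star hydrolysis / Control set: DMSO-only wells, enzyme-free buffer wells as negative control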
APOBEC3A inh = inhibitors of human APOBEC3A DNA deaminase | 330,000 compounds, 0.41% hits | recombinant A3A, FAM/TAMRA ssDNA deamination fluorescence | inhibition, % at 20 µM | P31941;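 active = at least 40% inhibition at 20 µM here, with at most 30% in a related deaminase screen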;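 note: plate controls were A3A with DMSO for no effect and wells lacking A3A enzyme for full effect; some results filed as inactive read as strong as hits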
Target sequence (P31941 whole entry, looked up): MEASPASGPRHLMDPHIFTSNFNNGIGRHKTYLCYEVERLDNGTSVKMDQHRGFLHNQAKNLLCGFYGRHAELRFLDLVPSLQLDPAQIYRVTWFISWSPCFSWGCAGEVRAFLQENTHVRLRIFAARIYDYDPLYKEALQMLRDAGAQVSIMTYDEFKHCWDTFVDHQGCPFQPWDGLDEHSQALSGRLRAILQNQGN
NLRP3 yeast inh = blocks the NALP3 inflammasome reconstituted in yeast | Yeast reconstituted NLRP3/ASC/caspase-1, beta-gal luminescence, 24 h | inhibition, % at 10 µM | 330,000 compounds, 0.39% hits | AID 2825;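 active = inhibition of 50% or more; inactive = inhibition below 50%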;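 note: plate controls were induced DMSO wells for no effect and uninduced yeast grown without galactose for full effect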
Active calls of the source: *.

SMILES	MIN6 prolif	A3G deaminase	tim10-1 inh	TIM10 inh	hIAP block	mIAP inh	mIAP act	APOBEC3A inh	NLRP3 yeast inh
O=C(Nc1cc([N+](=O)[O-])ccc1F)c1cccs1	1	-8	3	9	-6	4	0.95	-3	10
COc1ccc(Cl)cc1N(C)C(=O)CCc1nc(-c2ccc(C)cc2)no1	-2	-6	28	24	-7	-7	1.1	-3	7
Cc1cnccc1CNC(=O)C1CCC(=O)N(Cc2ccc(Cl)cc2)C1 (stereo not given)	1	0	13	21	11	0	1	-3	12
COc1ccc(-n2c(O)c(C=Nc3ccccc3)c3ccccc3c2=O)cc1	-1	-4	-4	-15	-2	6	0.94	-1	16
COc1ccccc1C(=O)OCC(=O)Nc1ccccc1OC(F)F	1	-4	7	-7	-24	-3	1	-2	5
CC(C)CN(C(=O)CN1CCN(S(=O)(=O)c2ccc3ccccc3c2)CC1)c1c(N)n(CC(C)C)c(=O)[nH]c1=O	0	-9	9	5	4	2	0.98	-2	20
COc1ccc(NC(=O)C(c2ccc(OC)cc2)N(Cc2ccco2)C(=O)CC2NC(=O)NC2=O)cc1 (stereo not given)	0	-9	5	-9	9	1	0.99	0	6
CC(=O)Nc1ccc(NC(=O)CSc2nnc3ccc(-c4cccnc4)nn23)cc1	-3	-1	3	-2	-2	-2	1	3	13
COc1ccc(C(=O)N/C(=C\c2ccco2)C(=O)NCCN2CCOCC2)cc1	-2	-2	12	-14	0	-4	1	4	9
Cc1nsc2nc3c(F)c(F)c(F)c(F)c3cc12	-5	6	11	12	12	-4	1	-4	2
CN(C)c1cccc(C(=O)N2CCCC(C(=O)c3cc(F)ccc3F)C2)c1 (stereo not given)	-2	-7	10	5	6	2	0.98	-1	-3
Cc1ccc(-n2nnnc2Sc2nc([N+](=O)[O-])nn2C)c(C)c1	-4	-3	15	12	-2	4	0.96	-2	18
CCc1ccc(CN(C(=O)c2cccs2)C2CCS(=O)(=O)C2)cc1 (stereo not given)	0	-3	10	-12	1	7	0.93	1	-8
O=C(CN(CC1CCCO1)C(=O)CCC(=O)Nc1ccccn1)NCc1ccccc1 (stereo not given)	1	-1	-1	10	-13	-5	1	-2	0
COc1cc(/C=C/C(=O)O)cc(S(=O)(=O)NNC(=O)c2cc(C)oc2C)c1OC	1	15	-14	-4	5	4	0.96	29	4
Cc1cc(=O)oc2cc(OC(C(=O)O)c3ccccc3)ccc12 (stereo not given)	-2	-1	10	-8	0	1	0.99	1	0
O=C(COC(=O)COc1cccc2ccccc12)NCC(F)(F)F	-3	0	1	-19	5	-4	1	6	6
Cc1ccc(O)c(NC(=S)NC(=O)c2ccc(-c3ccc(Cl)cc3)o2)c1	-4	-7	15	1	15	26	0.74	-2	34
CC1(C(=O)O)C=CC2(CCCCC2)N1C(=O)c1ccccc1 (stereo not given)	-4	-1	-14	-3	-12	5	0.95	0	13
COc1cccc(-c2nnc(SCC(=O)N3CCOCC3)o2)c1	-2	-2	-5	-12	19	5	0.95	-1	4

6 entries already listed, arranged by their value in TIM10 inh, lowest first:
molecule	TIM10 inh
O=C(COC(=O)COc1cccc2ccccc12)NCC(F)(F)F	-19
CCc1ccc(CN(C(=O)c2cccs2)C2CCS(=O)(=O)C2)cc1 (stereo not given)	-12
COc1cc(/C=C/C(=O)O)cc(S(=O)(=O)NNC(=O)c2cc(C)oc2C)c1OC	-4
Cc1ccc(O)c(NC(=S)NC(=O)c2ccc(-c3ccc(Cl)cc3)o2)c1	1
CC(C)CN(C(=O)CN1CCN(S(=O)(=O)c2ccc3ccccc3c2)CC1)c1c(N)n(CC(C)C)c(=O)[nH]c1=O	5
Cc1ccc(-n2nnnc2Sc2nc([N+](=O)[O-])nn2C)c(C)c1	12

Other results.
SMILES	MIN6 prolif	A3G deaminase	tim10-1 inh	TIM10 inh	hIAP block	mIAP inh	mIAP act	APOBEC3A inh	NLRP3 yeast inh
COc1ccccc1CNS(=O)(=O)c1ccc2c(c1)N(C(C)=O)CC(C)S2 (stereo not given)	0	-4	22	12	-2	8	0.92	-3	12
CCCOc1ccc(/C(O)=C2/C(=O)C(=O)N(CCCn3ccnc3)C2c2cccnc2)cc1 (stereo not given)	-1	-10	-3	-11	-28	-16	1.2	-6	24
CC(C)C(=O)NC(=S)/C=C1/N(C)c2ccccc2C1(C)C	-6	-8	37	35	11	11	0.89	-3	12
COc1ccc(S(=O)(=O)Nc2c(C(=O)O)[nH]c3ccc(OC)cc23)c(OC)c1	-2	0	7	15	0	10	0.9	-1	30
COc1ccc(N2CCN(c3ncnc4c3nnn4Cc3ccccc3Cl)CC2)cc1	-5	-8	-2	4	8	9	0.91	-23	-10
COc1ccc(S(=O)(=O)N2CCN(c3ccccc3OC)CC2)cc1C(=O)N1CCCCC1	-3	-5	-14	1	0	3	0.97	-1	3
CC1CCN(CC(O)Cn2c3ccccc3c3ccccc32)CC1 (stereo not given)	2	-3	-19	0	-22	-1	1	-2	16
CN(N)C(=S)Nc1ccc(F)cc1	1	0	-5	-3	8	5	0.95	2	20
CCCCn1c(N)c(N(CCOC)C(=O)c2ccc(S(=O)(=O)N3CCC(C)CC3)cc2)c(=O)[nH]c1=O	2	-10	-1	-3	8	9	0.91	-1	12
Cc1nn(-c2ccc(N3CCOCC3)nn2)c(C)c1CCC(=O)NCc1ccccc1F	-6	-5	12	17	8	0	1	1	-4
C=CCNC(=O)C1CC(=O)N(c2ccc(OCC(=O)NCc3ccccc3)cc2)C1 (stereo not given)	0	-4	-21	-6	9	-9	1.1	-1	21
CCn1cc(C(=O)N[C@@H](C)C(=O)NCCCN2CCOCC2)c(=O)c2cc3c(cc21)OCO3	-4	-3	-20	-15	-12	2	0.98	-3	5
CCOC(=O)C1CCN(C(=O)Nc2cc(Cl)cc(Cl)c2)CC1	-4	-1	17	26	-19	-77	1.8	0	18
O=C(NC(=O)c1cnccc1C(F)(F)F)Nc1ccccc1	1	1	26	28	2	-13	1.1	-2	-11
CC(=O)CC(c1ccccc1)S(=O)(=O)c1ccc([N+](=O)[O-])cc1 (stereo not given)	-2	-3	4	1	-14	-5	1	3	17
Cc1cc(C)n(-c2ccc(Cl)c(C(=O)O)c2)n1	2	-2	2	-2	0	7	0.93	1	15
O=C(Nc1ccc(O)cc1)/C(=C/c1ccco1)NC(=O)c1ccccc1	2	9	4	-6	7	6	0.94	5	13
CCCCCCCOC(=O)c1nc(Cl)c(Cl)c(N)c1Cl	-4	-5	5	13	14	-1	1	-2	-8
Cc1ccc(NC(=O)c2cc(N3C(=O)CCC3=O)ccc2N2CCCCC2)cc1	-1	-8	9	21	7	3	0.97	-1	17
COc1cc(Nc2cc(C)nc3ncnn23)cc(OC)c1	4	-1	-7	-10	-2	4	0.96	-3	14

Record cards (already shown). Screens in order: MIN6 prolif, A3G deaminase, tim10-1 inh, TIM10 inh, hIAP block, mIAP inh, mIAP act, APOBEC3A inh, NLRP3 yeast inh
Cc1ccc(NC(=O)c2cc(N3C(=O)CCC3=O)ccc2N2CCCCC2)cc1 as listed: -1, -8, 9, 21, 7, 3, 0.97, -1, 17
COc1ccc(N2CCN(c3ncnc4c3nnn4Cc3ccccc3Cl)CC2)cc1 as listed: -5, -8, -2, 4, 8, 9, 0.91, -23, -10

The results go on:
SMILES	MIN6 prolif	A3G deaminase	tim10-1 inh	TIM10 inh	hIAP block	mIAP inh	mIAP act	APOBEC3A inh	NLRP3 yeast inh
CCNC(=O)/C(C#N)=C/c1c(N2CCN(c3ccccc3)CC2)nc2ccccn2c1=O	0	-6	18	20	6	1	0.99	-1	7
CCCN(CC(=O)Nc1ccccc1OC)Cc1c(O)ccc2ccccc12	-1	-14	10	13	-7	0	1	-2	-3
CCOc1ccc(C(=O)Nc2ccc(N3CCN(C)CC3)cc2)cc1[N+](=O)[O-]	-2	0	-2	-10	-6	4	0.96	0	12
COc1cccc(OC)c1C(=O)N1CCOCC1	0	1	7	2	-18	-10	1.1	3	22
O/N=C/c1nc2cc(Cl)ccc2o1	0	2	7	14	2	-16	1.2	-9	-1
O=C(NC1CCCCC1)C1CCC(=O)N(C2CC2)C1 (stereo not given)	11*	-2	1	2	3	16	0.84	-3	7
O=C(O)c1cc(-c2ccc(O)cc2)on1	-3	8	8	16	-9	-8	1.1	-1	8
O=C(Cn1nnc2ccccc21)c1cccc([N+](=O)[O-])c1	0	1	4	1	9	9	0.91	7	14
COc1ccc(CCCC(=O)Nc2ccccc2F)cc1	-4	-6	11	16	5	2	0.98	-2	25
O=C(O)c1cn(-c2ccc(F)cc2)c2cc(Cl)c(F)cc2c1=O	-4	-8	6	2	7	7	0.93	-6	-4
Cc1c(NS(=O)(=O)c2ccc(N)cc2)c(=O)n(-c2ccccc2)n1C	-5	13	23	9	-22	11	0.89	-1	4
Cc1ccc(S(=O)(=O)CCC(=O)NCc2ccc(Cl)cc2)cc1	5	-8	2	-3	-8	-11	1.1	-3	5
COCCNC(=O)CSC1=N/C(=C/c2ccc(Cl)c(Cl)c2)C(=O)N1c1ccccc1F	-6	-8	17	16	8	20	0.8	-3	4
CCCCc1ccc(-c2ccc(Br)cc2O)nc1	-3	-7	21	8	-20	-12	1.1	-3	20
O=C(Nc1ccccc1)c1cccc(N2CCCC2=O)c1	-4	-4	-13	7	-6	3	0.97	-1	20
N#Cc1nc(-c2ccc(F)cc2)oc1NCc1cccc2c1OCO2	-4	-1	1	12	-8	-10	1.1	1	24
O=C(C1CCC(C(=O)N2CCCCC2)CC1)N1CCCCC1 (stereo not given)	0	-8	8	-2	-16	-5	1.1	-7	18
CCOc1ccc(CN2CCN(Cc3cccn3-c3ncccn3)CC2CCO)cc1 (stereo not given)	2	-4	16	7	4	-2	1	-2	-27
NC(=O)c1ccccc1NS(=O)(=O)c1ccc(F)cc1	0	-7	18	15	2	-1	1	4	-5
CCN1CCCC1CN(Cc1cc2cc(C)ccc2[nH]c1=O)C(=O)Nc1ccccc1OC (stereo not given)	0	-3	18	21	-3	-3	1	1	1
Cc1ccc(C)c(/C=C2\CCn3c2nc2cc(C(=O)O)ccc2c3=O)c1	0	-5	7	13	-1	5	0.95	2	9
Cn1c(=O)n(C)c2cc(S(=O)(=O)N3CCOCC3)ccc21	1	-3	2	-9	0	-1	1	-1	6
Cc1cccnc1NC1CCCCC1	-2	-18	-2	-1	-10	2	0.97	-6	13

Just tim10-1 inh, MIN6 prolif and A3G deaminase, for 3 of the compounds above:
SMILES	tim10-1 inh	MIN6 prolif	A3G deaminase
O=C(Cn1nnc2ccccc21)c1cccc([N+](=O)[O-])c1	4	0	1
COc1ccc(CCCC(=O)Nc2ccccc2F)cc1	11	-4	-6
O=C(O)c1cn(-c2ccc(F)cc2)c2cc(Cl)c(F)cc2c1=O	6	-4	-8
